Screens from PubChem BioAssay.
MBD2 DNA inh: inhibitors of human MBD2 binding to methylated oligonucleotide; Q9UBB5; TR-FRET; inhibition, % at 4.4 µM; 0.31% of 370,000 active; AID 686964; in the data active = inhibition above about 13%
Target sequence (Q9UBB5 whole entry, looked up): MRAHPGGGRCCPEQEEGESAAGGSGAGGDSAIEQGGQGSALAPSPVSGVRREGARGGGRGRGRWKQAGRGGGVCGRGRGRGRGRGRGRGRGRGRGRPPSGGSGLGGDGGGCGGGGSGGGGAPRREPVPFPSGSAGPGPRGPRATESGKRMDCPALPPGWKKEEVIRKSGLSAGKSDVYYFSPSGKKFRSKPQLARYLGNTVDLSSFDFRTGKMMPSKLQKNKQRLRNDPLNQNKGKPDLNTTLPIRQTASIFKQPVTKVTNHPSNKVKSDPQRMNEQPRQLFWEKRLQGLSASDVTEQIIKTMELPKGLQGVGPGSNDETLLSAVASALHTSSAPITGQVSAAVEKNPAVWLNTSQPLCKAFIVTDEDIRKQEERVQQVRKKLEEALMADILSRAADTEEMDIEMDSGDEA
DDE Tn6 FP inh: DD(E)-Tn6 binding inhibition, primary FP screen. P02675. Fibrin DD(E) TRITC-Tn6 fluorescence polarization displacement. inhibition, % at 8.3 µM. 0.21% of 370,000 active. AID 720509;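 active = inhibition above a per-campaign cutoff: mean of compounds within control limits plus 3 SD, cut at about 15% in these data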;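 also: 0% = median of all compound wells on the plate and 100% = blocking peptide control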
Target sequence (P02675 whole entry, looked up): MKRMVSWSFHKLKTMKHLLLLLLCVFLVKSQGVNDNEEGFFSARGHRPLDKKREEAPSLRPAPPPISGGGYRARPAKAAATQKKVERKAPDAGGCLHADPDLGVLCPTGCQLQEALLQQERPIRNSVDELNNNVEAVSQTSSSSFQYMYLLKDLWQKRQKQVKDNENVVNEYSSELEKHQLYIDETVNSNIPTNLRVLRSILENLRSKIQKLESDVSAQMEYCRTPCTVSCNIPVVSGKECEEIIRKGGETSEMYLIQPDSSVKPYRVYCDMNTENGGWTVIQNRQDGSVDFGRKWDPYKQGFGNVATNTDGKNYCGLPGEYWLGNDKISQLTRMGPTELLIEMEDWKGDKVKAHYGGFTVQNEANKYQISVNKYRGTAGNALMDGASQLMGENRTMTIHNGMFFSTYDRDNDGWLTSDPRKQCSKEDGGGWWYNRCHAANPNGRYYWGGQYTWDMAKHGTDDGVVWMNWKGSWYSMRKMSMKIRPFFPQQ
proKLK7 act: activators of human kallikrein-7 zymogen | P49862 | purified proKLK7, EDANS-DABCYL substrate fluorescence; 100% is mature enzyme control, 0% vehicle | activation, % at 7 µM | 0.9% of 370,000 active | AID 652039;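 active = activation above the mean of all tested compounds plus 3 SD, computed per campaign excluding outliers beyond control limits, cut at about 13% in these data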
TCR-CD3 inh: inhibitors of human TCR-CD3 interaction; TAMRA-labeled TCR probe fluorescence, biochemical; inhibition, % at 9.4 µM; 0.37% of 360,000 active; in the data active = inhibition above about 19%;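 also: recombinant mutant TCR 2C K166C tagged with TAMRA read by polarization; 0% = receptor in buffer alone and 100% = receptor with positive control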
DDE Tn7 FP inh: disrupts Tn7 cyclic peptide binding to fibrin D-Dimer-E complex | 0.13% of 370,000 active | inhibition, % at 8.3 µM | AID 720508 | P02675 | FP displacement of FITC-Tn7 peptide from fibrin DD(E); 0% = median of compound wells per plate;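 active = inhibition above the mean of compounds falling within the control limits plus 3 SD of them, cut at about 14% in these data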;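 also: 0% = plate median of compound wells and 100% = 10 µM Aha-Tn7 peptide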
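Measure: % inhibition scaled between sample-field median and high-control FP; Test system: human fibrin DD(E); Quantity: 2 µM final DD(E) protein; Doses: one dose, 8.3 µM nominal; Schedule: compound with protein 10 min, then 3 h after probe, room temperature; Detection: fluorescence polarization; Medium: Tris buffer with calcium and detergent, pH 7.8.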
PRMT1 inh: inhibitors of human PRMT1. inhibition, % at 2.79 µM. 1.3% of 370,000 active. recombinant PRMT1, activity-based probe fluorescence polarization. Q99873;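 active = inhibition above about 21% made by adding two undisclosed values, limit read from the data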
SIAE primary: human SIAE inhibition, primary screen | SIAE FP-Rh probe binding, fluorescence polarization | inhibition, % at 9.66 µM | AID 1053197 | Q9HAT2 | 0.69% of 370,000 active;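 active = inhibition above a cutoff: mean of compounds within the control limits plus 3 SD of those, cut at about 17% in these data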;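 also: 0% = plate median of compound wells and 100% = probe without SIAE protein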
LEDGF integ inh: blocks HIV-1 LEDGF/p75-dependent DNA integration. inhibition, % at 3.7 µM. TR-FRET IN-LEDGF/p75 DNA integration, Eu/Cy5. 0.64% of 370,000 active. AID 743269;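 active = inhibition above the screen-wide mean plus 3 SD, cut at about 13% in these data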;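 also: signal is the Cy5 over europium emission ratio at 671 and 618 nm; 0% = plate median of compound wells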
TDP2 inh: blocks human TDP2 phosphodiesterase activity; O95551; recombinant TDP2, T5PNP hydrolysis, p-nitrophenol absorbance 415 nm; inhibition, % at 12.8 µM; 0.34% of 370,000 active; AID 720702;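 active = inhibition above the mean of all tested compounds plus 3 SD, set per campaign, cut at about 25% in these data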;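 also: 0% = DMSO with enzyme and 100% = buffer with substrate but no TDP2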
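test system = human TDP2 enzyme | input = TDP2 enzyme at 120 nM final | medium = 50 mM Tris-HCl pH 7.5 with Mg2+, KCl, DTT, BSA | also added = T5PNP substrate, 5 mM | times = 2 h at 37 °C | technique = epi absorbance | benchmarks = high control without enzyme, low control DMSO plus TDP2 | replication = each compound tested once, singlicate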
UHRF1 MBD2 ctr: blocks human UHRF1 binding to methylated DNA. inhibition, % at 4.4 µM. UHRF1 binding to methylated oligo, TR-FRET. 0.75% of 370,000 active; in the data active = inhibition above about 21%;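 also: UHRF1 SRA domain binding a hemimethylated CpG hairpin DNA probe; 0% = median of test compound wells and 100% = reference inhibitor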
* hit, by the source's call; . = not tested or not shown. Rows were taken by chance. Share with any hit: about 4.6%.

SMILES	MBD2 DNA inh	DDE Tn6 FP inh	proKLK7 act	TCR-CD3 inh	DDE Tn7 FP inh	PRMT1 inh	SIAE primary	LEDGF integ inh	TDP2 inh	UHRF1 MBD2 ctr
O=C1OCCC1Sc1nnc(-c2ccc3c(c2)OCO3)n1-c1ccccc1 (stereo not given)	-3	3	0.3	2	6	-3	6	-4	-11	-4
Cc1ccc2c(c1)C1CS(=O)(=O)N(C3CCCC3)CN1C2 (stereo not given)	-2	-2	0.1	.	1	3	-3	-1	5	-3
O=C(COc1ccc(C(=O)c2ccccc2)cc1)Nc1ncccc1O	0	4	0.7	2	4	1	-1	0	-6	-4
Clc1ccccc1-c1ccc(/C=N/Nc2nncc(-c3ccccc3)n2)o1	3	0	0.0	0	-7	0	4	2	9	-2
COc1cc(Nc2ncnc(N)n2)cc(OC)c1OC	-2	0	0.8	-7	-1	6	-8	-1	-5	1
Cn1ncc(Br)c1C(=O)N/N=C/c1ccc(OS(=O)(=O)c2ccccc2)cc1	-1	-11	0.1	-4	1	-3	-11	5	-16	3
CC(=O)c1cc(C(=O)Nc2ccc3ccccc3c2)c(C)o1	-1	2	-0.3	-4	-3	1	-2	-4	-2	0
CNCc1ccc(OCc2ccccc2)c(OC)c1	3	-6	0.4	8	-8	1	-2	2	7	1
CNc1sc(C(=O)c2ccccc2F)c(N)c1-c1nc2ccccc2s1	-4	2	-0.4	3	0	5	-1	0	4	-9
COC(=O)CCCCCN1C(=O)NC(C2CC2)C(C(=O)OCc2ccccc2)=C1C (stereo not given)	-2	8	-0.5	-5	5	1	-3	1	-4	2
COC(=O)c1cccc(NC(=O)NC(=O)c2ccc(Cl)cc2)c1	-2	10	-0.3	2	3	1	-6	-3	-11	-5
O=C(CN(Cc1ccccc1F)C(=O)c1csnn1)NC1CCCCC1	-1	0	-0.6	-3	-3	-1	1	3	1	2
COc1ccccc1NC(=O)N(C)C[C@H]1Oc2cc(Br)ccc2S(=O)(=O)N([C@H](C)CO)C[C@H]1C	2	-2	-0.3	3	2	-1	1	2	-1	-3
Cc1cc2c(c(=O)o1)[C@@]1(C(=O)N(C)c3ccccc31)C1=C(CC3(CCCCC3)OC1=O)O2	4	-1	-0.2	6	4	1	6	-1	0	0
CN(CCc1ccccc1)C(=O)c1ccc(NC(=O)Cc2ccc(NC(=O)C3CCN(C(=O)C4CCC4)CC3)cc2)cc1	6	4	1.2	0	-4	-8	-2	2	-2	-3
O/C(=C\Sc1nnc(Cc2ccccc2)o1)c1ccc(Br)cc1	4	0	0.1	3	9	3	-4	-2	10	0
O=C(NCCCn1ccnc1)c1cc(C2CC2)on1	4	0	0.3	5	-2	-2	-1	-1	8	-1
COc1ccc(-c2ocnc2C(=O)N2CCN(C(c3ccccc3)c3ccccc3)CC2)cc1	3	1	0.6	2	-4	-2	2	2	2	5
Cc1nc(=S)c2c([nH]1)-c1ccccc1CC21CCCCC1	-1	2	0.2	-1	7	-1	-2	3	1	-1
COc1ccccc1NC(=O)COc1ccc(C(=O)OCC(=O)N2CCCC2=O)cc1OC	-5	3	0.4	-3	-1	-4	-1	-2	10	0
CCC(CC)c1nnc(NC(=O)C2=NNC(=O)CC2)s1	-6	3	1.0	5	-1	-5	9	4	4	-4
Cc1cc(-c2ccccc2C(=O)Nc2ccccc2O)on1	3	6	-0.5	2	1	-2	2	1	-8	0
CSc1nc(N2CCCC2)c2c(c1C#N)CC(C)(C)OC2	-1	6	0.2	-1	9	-1	4	-3	11	1
CCC(CO)Oc1cc(NCc2ccncc2)c2ncn(C(C)C)c2c1 (stereo not given)	-4	6	-0.6	1	4	1	-1	-1	10	-5
COc1ccccc1N1CCN(C(=O)CCCN2C(=O)c3cccc4cccc(c34)C2=O)CC1	-10	-1	0.6	8	-8	-1	-1	-2	-4	-3

Next section, starting with the last two of the part before.
SMILES	MBD2 DNA inh	DDE Tn6 FP inh	proKLK7 act	TCR-CD3 inh	DDE Tn7 FP inh	PRMT1 inh	SIAE primary	LEDGF integ inh	TDP2 inh	UHRF1 MBD2 ctr
CCC(CO)Oc1cc(NCc2ccncc2)c2ncn(C(C)C)c2c1 (stereo not given)	-4	6	-0.6	1	4	1	-1	-1	10	-5
COc1ccccc1N1CCN(C(=O)CCCN2C(=O)c3cccc4cccc(c34)C2=O)CC1	-10	-1	0.6	8	-8	-1	-1	-2	-4	-3
CCOC(=O)c1sc(Nc2nc3ccc(OC)cc3s2)cc1C	2	-20	-14	1	6	-1	34*	0	5	-1
O=C(NCCc1csc(-c2cccnc2)n1)c1ccco1	-2	2	0.1	7	-6	-3	1	-2	7	-1
CCn1c(C)nc2cc(C(=O)N/N=C(\C)c3ccccc3O)ccc21	1	3	-2.3	-1	2	-2	-4	0	1	-2
CC1(C)Cc2c(C#N)c(N3CCOCC3)nc(Cc3ccccc3)c2CO1	5	0	-0.8	6	3	-1	0	-4	0	14
Cc1cc(-c2nc3ncccc3o2)ccc1NC(=S)NC(=O)c1ccco1	6	-10	4.6	-6	2	8	-12	-7	-9	3
COC(=O)[C@@]1(Cc2ccc(F)cc2)[C@H]2c3cc(C(=O)N4CCCC4)n(C)c3C[C@H]2CN1C(=O)c1ccccc1	7	-1	1.3	-10	4	2	11	2	-1	3
O=C(CSC1=NS(=O)(=O)c2cc(F)ccc2N1)NCc1ccc(F)cc1	2	-7	-0.4	4	-3	-3	5	0	2	-1
CC1CCCN(S(=O)(=O)c2ccc(S(=O)(=O)NC(C)c3cccs3)cc2)C1 (stereo not given)	-7	6	-0.1	5	6	-2	-4	-2	-10	1
CC(Sc1nnc(C2CC2)n1-c1ccccc1)C(=O)N1CCCC1 (stereo not given)	6	-2	-0.5	2	5	3	-2	-7	-7	3
Cc1ccc(C)c(NCCCCCCCC(=O)O)c1	-3	-4	-0.6	-1	1	0	7	-2	-6	-5
Cc1ccc(-c2nc3cnccn3c2Nc2ccc3c(c2)OCO3)cc1	6	-3	4.2	-7	-2	13	4	-3	3	-1
O=C(Nc1ccc(F)cc1)c1cccnc1N1CCOCC1	-4	-10	0.0	11	0	0	0	2	4	-4
O=C(NCCCN1CCOCC1)C(=O)NCC1OCCN1S(=O)(=O)c1ccc(Cl)cc1 (stereo not given)	-2	9	0.3	6	-5	0	3	-4	-5	-1
O=C1NC2c3ccccc3CC2O1 (stereo not given)	5	-2	0.2	-11	8	3	-2	3	-9	2
CC(Sc1nnc(-c2cccs2)n1C1CC1)C(=O)NCC1CCCO1 (stereo not given)	-1	-3	0.5	-4	10	-1	5	-1	9	-1
CCOC(=O)[C@]12CCCC=C1N(CCC1=CCCCC1)C(=O)[C@H](CC(=O)NCc1ccc(OC)c(OC)c1)C2	-2	2	0.5	-10	0	1	1	2	-4	5
CCOC(=O)C1CCN(S(=O)(=O)c2c(C)[nH]c(C)c2C(=O)N2CCCCC2)CC1	-2	0	0.1	4	-5	0	-2	-1	3	1
Cc1nc2ccccc2nc1OCC(=O)NCC(F)(F)F	2	1	-0.2	-1	-3	0	-6	-3	-5	3
O=C(Nc1cccc(Cl)c1)OCc1cncs1	2	4	0.0	4	8	2	-3	0	6	0
Cc1onc(-c2ccc(Cl)cc2)c1-c1ccnn1S(=O)(=O)c1ccc(Cl)cc1	4	-1	0.1	7	3	-3	-3	0	-2	1
COCCN(C(=O)Nc1ccccc1)C(C)c1cccnc1 (stereo not given)	-2	-3	0.6	4	1	-4	1	-4	5	2
COc1cc(C2C3=C(COC3=O)OC(C)(C)Oc3cc4c(cc32)OCO4)cc(OC)c1OC (stereo not given)	2	4	0.2	2	4	0	3	1	-5	0
Cc1cccc(C(=O)NC(=S)N2CCc3ccccc3C2)c1	1	1	0.1	-1	5	2	2	1	-2	6
COc1cc(C(=S)N2CCOCC2)cc(OC)c1OS(=O)(=O)c1ccc(NC(C)=O)cc1	1	2	0.0	2	4	2	4	0	14	0
Cc1cccc(NC(=S)NNC(=O)c2sccc2C)c1	-1	-5	2.0	-5	1	1	7	4	-5	1
NC(=O)c1ccc(NC(=O)CCNC(=O)c2ccco2)cc1	-7	6	0.4	7	7	-6	6	2	8	-3
COc1cccc(CNC(=O)CCC2CCCN(C(=O)CCn3cncn3)C2)c1 (stereo not given)	1	9	0.1	3	9	-1	11	-3	9	-3
CCOC(=O)N1CCN(C(=O)c2ccc3c(=O)n(-c4ccc(OC)cc4OC)c(=S)[nH]c3c2)CC1	1	4	-0.1	11	-4	2	7	-1	-2	-1

A different layout for 4 compounds above:
> CCn1c(C)nc2cc(C(=O)N/N=C(\C)c3ccccc3O)ccc21
  MBD2 DNA inh = 1
  DDE Tn6 FP inh = 3
  proKLK7 act = -2.3
  TCR-CD3 inh = -1
  DDE Tn7 FP inh = 2
  PRMT1 inh = -2
  SIAE primary = -4
  LEDGF integ inh = 0
  TDP2 inh = 1
  UHRF1 MBD2 ctr = -2
> CC1(C)Cc2c(C#N)c(N3CCOCC3)nc(Cc3ccccc3)c2CO1
  MBD2 DNA inh = 5
  DDE Tn6 FP inh = 0
  proKLK7 act = -0.8
  TCR-CD3 inh = 6
  DDE Tn7 FP inh = 3
  PRMT1 inh = -1
  SIAE primary = 0
  LEDGF integ inh = -4
  TDP2 inh = 0
  UHRF1 MBD2 ctr = 14
> Cc1cc(-c2nc3ncccc3o2)ccc1NC(=S)NC(=O)c1ccco1
  MBD2 DNA inh = 6
  DDE Tn6 FP inh = -10
  proKLK7 act = 4.6
  TCR-CD3 inh = -6
  DDE Tn7 FP inh = 2
  PRMT1 inh = 8
  SIAE primary = -12
  LEDGF integ inh = -7
  TDP2 inh = -9
  UHRF1 MBD2 ctr = 3
> COC(=O)[C@@]1(Cc2ccc(F)cc2)[C@H]2c3cc(C(=O)N4CCCC4)n(C)c3C[C@H]2CN1C(=O)c1ccccc1
  MBD2 DNA inh = 7
  DDE Tn6 FP inh = -1
  proKLK7 act = 1.3
  TCR-CD3 inh = -10
  DDE Tn7 FP inh = 4
  PRMT1 inh = 2
  SIAE primary = 11
  LEDGF integ inh = 2
  TDP2 inh = -1
  UHRF1 MBD2 ctr = 3
